# Scp1 inh: Scp-1 phosphatase inhibitors, primary screen, biochemical, colorimetric, uHTS | Carboxy-terminal domain RNA polymerase II polypeptide A small phosphatase 1 (Homo … | Recombinant Scp1, phosphopeptide, malachite green phosphate absorbance | inhibition, % at 20 µM | 340,000 compounds, 0.88% hits | AID 493091, 2011;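 active = inhibition above about 50% at 20 µM, limit read from the data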;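 also: plate controls were DMSO wells with enzyme for no effect and wells lacking enzyme for full effect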
# Target sequence (Q9GZU7 76-261 limits assumed): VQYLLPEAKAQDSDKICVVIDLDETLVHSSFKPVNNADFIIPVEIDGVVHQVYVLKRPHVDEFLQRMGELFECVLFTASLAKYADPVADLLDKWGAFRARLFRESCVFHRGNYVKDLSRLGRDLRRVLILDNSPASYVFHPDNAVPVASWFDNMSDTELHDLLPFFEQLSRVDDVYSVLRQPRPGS
#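 assay system = SCP-1 phosphatase catalytic domain, residues 76-261 | buffer or medium = 50 mM Tris acetate pH 5.5, 0.005% Tween-20, 10 mM MgCl2 | incubation = enzyme reaction 45 min at room temperature, colour 5 min, stabilisation 30 min | signal = Phosphate-binding colour reagent, absorbance read at 630 nm | measure = % inhibition at 20 µM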
# CSN inh: inhibitors of CSN-mediated cullin deneddylation, primary screen, biochemical, fluorescence polarization, uHTS; AID 651999, 2013; 360,000 compounds, 0.38% hits; COP9 signalosome complex subunit 5 (Homo sapiens), Q92905; Purified CSN, SCF-Nedd8-OG deneddylation; inhibition, % at 12.5 µM;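 active = pattern-corrected inhibition above about 35%, with an unprinted fluorescence ratio check between 0.5 and 1.5, limit read from the data, passing the limit was not always enough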;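 also: 0% = enzyme with substrate and 100% = substrate without enzyme; some results filed as inactive read as strong as hits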
# Target sequence (Q92905 whole entry, looked up, one chain of several): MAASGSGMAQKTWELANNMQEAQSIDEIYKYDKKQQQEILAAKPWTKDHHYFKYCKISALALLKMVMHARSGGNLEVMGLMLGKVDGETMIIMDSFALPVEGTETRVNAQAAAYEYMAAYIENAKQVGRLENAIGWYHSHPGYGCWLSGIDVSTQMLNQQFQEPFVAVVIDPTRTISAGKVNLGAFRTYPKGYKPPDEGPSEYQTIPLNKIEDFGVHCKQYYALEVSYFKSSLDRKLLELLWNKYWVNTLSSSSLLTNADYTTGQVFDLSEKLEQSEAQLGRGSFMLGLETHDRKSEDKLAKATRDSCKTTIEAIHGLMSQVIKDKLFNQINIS
#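 Material: human Csn5 produced in HEK293T cells; Input: enzyme 0.24 nM; Reagent: SCFSkp2-Nedd8OG substrate at 10 nM final; Dosing: 12.5 µM compound; Incubation: 90 min reaction at room temperature; Detection: fluorescence polarization of the substrate; Evaluation: % inhibition of substrate cleavage by Csn5; Control set: substrate-only high control, full reaction low control.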
# DNMT1 block: human DNMT1 methyltransferase inhibitors, primary screen, biochemical, molecular beacon, fluorescence, HinP1I cleavage, uHTS. AID 588458, 2011. inhibition (reported as % activation of signal), % at 10 µM. DNA (cytosine-5)-methyltransferase 1 (Homo sapiens), P26358. 360,000 compounds, 0.83% hits; in the data active = inhibition above about 50%
# NadD inh: inhibitors of S. aureus NadD, primary screen, biochemical, colorimetric, uHTS. Nicotinate-nucleotide adenylyltransferase NadD (Staphylococcus aureus N315). purified NadD enzyme, colorimetric absorbance read-out. inhibition, % at 20 µM. 360,000 compounds, 0.78% hits. AID 602399, 2012; in the data active = inhibition above about 26%; also: some compounds past the cut are filed as inactive
# STEP inh: STEP phosphatase inhibitors, primary screen, biochemical, fluorescence intensity, uHTS | recombinant STEP, OMFP fluorogenic substrate | AID 588621, 2011 | inhibition, % at 20 µM | 360,000 compounds, 0.25% hits | Tyrosine-protein phosphatase non-receptor type 5 (Homo sapiens), P54829;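 active = inhibition at 20 µM, scaled per plate between control wells, above about 37%, limit read from the data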;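 also: 0% = DMSO with enzyme and substrate and 100% = substrate only without enzyme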
#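 System: STEP phosphatase, cell-free reaction; Buffer or medium: Bis-Tris pH 6.0 buffer with DTT, detergent; Incubation: 20 min at room temperature, dark; Measured by: fluorescence, 480/540 nm.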
# Rpn11 inh: Rpn11 (PSMD14) deubiquitinase inhibitors, primary screen, biochemical, fluorescence polarization, uHTS; 26S proteasome non-ATPase regulatory subunit 14 (Homo sapiens), O00487; human 26S proteasome, Ub4-pepOG fluorescence polarization; 20S core pre-blocked with epoxomicin; calls only at 20 µM; 360,000 compounds, 0.59% hits;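 active = inhibition at 20 µM, scaled to each plate's controls, above about 33%, limit read from the data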
# Target sequence (O00487 whole entry, looked up): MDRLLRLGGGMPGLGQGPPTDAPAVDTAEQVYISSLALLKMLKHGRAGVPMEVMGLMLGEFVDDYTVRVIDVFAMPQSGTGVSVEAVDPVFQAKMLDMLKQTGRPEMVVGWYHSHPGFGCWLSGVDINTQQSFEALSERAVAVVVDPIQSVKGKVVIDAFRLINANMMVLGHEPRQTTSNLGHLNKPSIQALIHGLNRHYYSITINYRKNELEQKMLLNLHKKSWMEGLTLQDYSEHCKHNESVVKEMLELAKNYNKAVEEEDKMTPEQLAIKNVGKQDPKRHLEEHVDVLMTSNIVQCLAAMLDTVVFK
# MsrA inhibitor: bovine MsrA enzyme inhibitors, primary screen, biochemical, absorbance, HTS | Methionine sulfoxide reductase A (Bos taurus) | purified bovine MsrA, absorbance read-out | inhibition, % at 15.5 µM | 360,000 compounds, 0.75% hits | AID 651718, 2012; in the data active = inhibition above about 4.5%;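 also: 0% = vehicle wells with enzyme and 100% = reference inhibitor wells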
# LMPTP block: LMPTP phosphatase inhibitors, primary screen, biochemical, fluorescence intensity, uHTS. recombinant LMPTP-A, OMFP fluorogenic substrate. inhibition, % at 20 µM. 360,000 compounds, 0.22% hits;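 active = compounds that cut the enzyme signal by at least half of the control window in the single-dose screen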;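 also: plate controls were DMSO wells with enzyme plus substrate for no effect and substrate without enzyme for full effect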
#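 Buffer or medium: Bis-Tris pH 6.0, DTT, detergent; Assay system: LMPTP-A enzyme; Quantity: 0.625 nM enzyme; Detection: endpoint fluorescence intensity; Times: 50 min dark incubation at room temperature; Controls: substrate-only low control, DMSO enzyme-plus-substrate high control; Doses: single 20 µM dose; Read-out: percent inhibition versus substrate-only and uninhibited controls; Reagent: 400 µM OMFP.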
# TbMetRS inhib: T. brucei MetRS inhibitors, primary screen, biochemical, luminescence; methionyl-tRNA synthetase (Trypanosoma brucei brucei); purified T. brucei MetRS, ATP depletion, Kinase-Glo luminescence; inhibition, % at 11.9 µM; 360,000 compounds, 0.4% hits;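 active = inhibition above a per-plate cutoff of the control wells' mean inhibition plus 3 SD, cut at about 5.5% in these data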;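 also: 0% = DMSO wells median and 100% = median of wells with control inhibitor compound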
#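 Material – parasite MetRS enzyme · Medium – HEPES-MgCl2-KCl buffer plus DTT, spermine, BSA, pyrophosphatase · Reagent – ATP, methionine and E. coli bulk tRNA substrates · Times – 15 min enzyme-compound preincubation, 2 h reaction, 10 min detection, 25 °C · Measured by – luminescence of leftover ATP · Evaluation – percent inhibition relative to median high and low control wells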
# SUMO1 PPI mod: modulators of SUMO1 protein-protein interactions, primary screen, biochemical, uHTS. SUMO1 binding to a labelled peptide, TR-FRET, 1 h. inhibition, % at 20 µM. 360,000 compounds, 0.33% hits. AID 602429, 2012; in the data active = inhibition above about 37%
# Target sequence (P63165 whole entry, looked up): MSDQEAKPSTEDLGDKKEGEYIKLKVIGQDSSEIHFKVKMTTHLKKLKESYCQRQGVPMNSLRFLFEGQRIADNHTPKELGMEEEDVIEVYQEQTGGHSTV
# The depositor's hits bear a star; i = inactive; . = not tested or not shown.
Scp1 inh,CSN inh,DNMT1 block,NadD inh,STEP inh,Rpn11 inh,MsrA inhibitor,LMPTP block,TbMetRS inhib,SUMO1 PPI mod,smiles
3,2,50,19,3,i,0.6,4.2,-0.2,2,O=C(COc1ccc(Br)cc1Cl)NC(=O)Nc1ccc2c(c1)OCCO2
3,0,-2,8,7,i,-0.7,7.3,0.8,-3,Cc1cc(Nc2cccc(Cl)c2)nc(NCc2ccccc2)n1
-8,2,0,-6,-1,i,0.6,0.1,-0.4,6,C=CCN1C(=O)C2(OCCCO2)c2cc(Cl)ccc21
-11,-3,5,4,2,i,-0.4,3.1,1.0,7,Oc1ccc(N2CCN(c3ncnc4sc5c(c34)CCC5)CC2)cc1
-6,-1,4,-2,3,i,-0.2,0.0,-0.4,1,CC(=O)C1=C(C)N(Cc2ccccc2)C(=O)N[C@H]1c1cccc(C(F)(F)F)c1
-2,0,1,2,1,i,-0.8,0.2,-0.7,-1,Cc1cc(C)n2nc(C(=O)OCC(=O)N(CCC#N)c3ccc(F)cc3)nc2n1
-5,-5,-5,1,1,i,-0.3,4.5,0.3,2,CCc1nc2ccccc2n1CC(=O)N1CCN(S(=O)(=O)c2cccc(C(F)(F)F)c2)CC1
0,4,-11,-12,12,i,0.9,16,1.4,-54,O=C(O)c1ccc(Nc2ccc([N+](=O)[O-])c3nonc23)cc1
-3,2,3,-5,4,i,0.3,-1.3,-0.1,4,COCCN(C(=O)CNC(=O)c1ccco1)C(C(=O)NC1CCCC1)c1ccc(OC)cc1 (centres undefined)
-2,2,4,-2,-2,i,-0.4,0.1,-0.3,1,CCN1CCN(S(=O)(=O)c2ccc(Cl)c(C(=O)N(C)CCOc3ccc(Cl)cc3)c2)CC1
-8,0,1,-4,-2,i,-0.3,-0.7,-1.1,-5,CC(=O)Nc1ccc(SCC(=O)N(CCC#N)c2ccc(C)cc2)cc1
28,-6,-1,-7,-2,i,0.0,0.0,-0.3,4,Cc1cccnc1NC(=O)c1nn(C)c2c1CS(=O)(=O)c1ccccc1-2
-16,3,-5,-8,2,i,0.7,3.4,-0.4,1,O=C(NCCc1ccco1)c1cc(COc2cccc(C(F)(F)F)c2)on1
-1,0,-4,0,-2,i,4.3,-0.1,-0.4,2,CCOC(=O)CSc1nc2c(sc(=S)n2-c2ccccc2)c(=O)[nH]1
-5,-5,3,0,-2,i,1.2,0.3,0.1,3,Cc1ccc(C)c(-n2c(SCC(=O)Nc3nnc(C)s3)nnc2-c2ccoc2C)c1
4,-4,3,-1,-1,i,1.8,1.0,-1.0,2,Cc1ccc(NC(=O)c2ccc(S(=O)(=O)NCc3ccco3)cc2)cc1
-5,-2,-1,4,-1,i,1.5,-0.5,0.0,0,COc1ccccc1Nc1nnc(SCC(=O)NC2CC2)s1
2,-1,-2,-2,2,i,0.8,-0.7,-1.0,3,CCCCCC(=O)NC(NC(=S)N1CCOCC1)C(Cl)(Cl)Cl (centres undefined)
-5,-5,2,4,-1,i,-0.8,-0.4,-0.1,1,COc1ccc(C(CNC(=O)c2ccc(Cl)s2)N2CCOCC2)cc1 (centres undefined)
-2,3,0,5,0,i,-0.5,0.4,0.4,-2,O=C(CCc1ccccc1)N1CCN(c2ccc(Cl)cc2)CC1
-3,3,-1,-6,1,i,-1.2,-0.7,0.4,-3,O=C(CCNS(=O)(=O)c1ccc(Br)cc1)NCc1ccc2c(c1)OCO2
-8,4,3,-3,0,i,0.4,0.9,-0.4,-1,O=C(COC(=O)c1ccccc1NS(=O)(=O)c1cccs1)NC1CCCCC1
-7,-2,0,-1,1,i,0.1,-0.8,-0.9,-4,CCN(CC)C(=S)SCC(=O)Nc1ncc2c(n1)CCCC2=O
-8,-3,7,-2,0,i,-1.9,4.5,-0.5,-3,O=C(NC(=S)Nc1cccc(Cl)c1N1CCCCC1)c1ccc2c(c1)OCCO2
6,-2,1,-3,-1,i,-0.1,-1.3,-0.8,0,O=C(CSc1ccccc1C(=O)NCCCN1CCCC1=O)NCc1ccco1
-9,-1,3,1,-2,i,0.5,-1.6,-0.7,-2,COc1ccc(C(=O)NNC(=O)C(=O)NCc2ccccc2)cc1
-1,1,2,-1,-1,i,0.1,-0.7,-0.1,-4,Cc1ccc(C(=O)CSc2nnc(-c3ccco3)o2)o1
.,0,1,1,4,i,0.8,-1.2,-0.3,-4,Cc1cccc(C)c1NC(=O)CNC(=O)CNC(=O)c1ccc2ccccc2c1
5,1,6,5,0,i,0.4,-1.0,-0.3,-1,CNCc1cc(Cl)cc(OC)c1OC(C)C
0,5,-1,7,-4,i,-1.1,0.7,0.5,-2,O=C(CCNC(=O)Cn1cnc2ccccc2c1=O)NCC1COc2ccccc2O1 (centres undefined)

# (next part)
Scp1 inh,CSN inh,DNMT1 block,NadD inh,STEP inh,Rpn11 inh,MsrA inhibitor,LMPTP block,TbMetRS inhib,SUMO1 PPI mod,smiles
-10,-2,2,-3,0,i,-1.0,-0.2,-0.2,1,CCOc1ccccc1CNS(=O)(=O)c1ccc2c(c1)C(C)(C)C(=O)N2C
3,1,-1,-5,2,i,-1.2,-1.4,-0.5,3,COCCC1CCCCN1C(=O)c1cc(COc2ccc(-n3cncn3)cc2)on1 (centres undefined)
4,-1,4,-4,3,i,-0.6,1.5,-0.4,6,CC(C)(C)OC(=O)C[C@@H]1C/C=C\C[C@@H](CC(=O)N(CCO)Cc2ccccc2)C(=O)NCCOC1=O
2,0,8,-2,1,i,-1.2,-1.7,-1.8,0,COc1ccc(C(=O)O)cc1S(=O)(=O)Nc1cccc(C)c1
53*,10,34,0,8,i,-0.6,33,-0.6,7,O=C(Cn1cnc2c(nnn2-c2cccc(Cl)c2)c1=O)NCc1ccccc1
.,-4,.,.,.,.,0.6,-1.5,-0.5,-2,COC(=O)C[C@@H]1C=C[C@H](NC(=O)Nc2ccc(F)cc2)[C@@H](CO)O1
7,-10,3,-2,-1,i,-1.1,-1.3,-0.3,2,CN(C)CC(C)(C)CNC(=S)Nc1ccc(S(=O)(=O)N2CCOCC2)cc1
-9,1,2,0,0,i,0.3,-0.6,-0.3,-1,Cc1cccc(NC(=O)c2c([N+](=O)[O-])c(C(C)(C)C)nn2C)c1
-4,1,17,0,2,i,-0.9,1.2,-1.0,-1,COc1cc(C)c(/C=C(\C#N)C(=O)Nc2cccc(C)c2)cc1C(C)C
-2,2,33,5,1,i,1.9,0.0,-1.1,0,Cc1cc(O)c(-c2cc(C(=O)NCc3ccc4c(c3)OCO4)[nH]n2)cc1C
-7,-1,-1,-3,-2,i,0.5,-2.7,-0.2,0,Cc1cc(=O)c(C(=O)O)cn1-c1ccc(C(C)C)cc1
-5,-3,5,-4,-2,i,0.9,1.0,-0.1,-10,CC1Cn2c(nnc2-c2cc3ccccc3cc2O)S1 (centres undefined)
-4,-7,2,-2,-2,i,0.7,-0.2,-1.2,2,CCc1ccccc1S(=O)(=O)Cc1ccc(C(=O)NC(C)C)o1
2,7,-13,-6,1,i,4.8*,1.7,-1.1,-5,COc1ccc(/C([O-])=C(/C(=S)Nc2ccc(C)c(C)c2)n2c[n+](C)c3ccccc32)cc1OC
-12,-4,-6,-5,0,i,3.0,0.1,-1.7,-1,Cc1ccc(N2CCN(c3ccc(C)cc3)C2c2ccncc2)cc1
.,-7,23,20,1,i,-0.2,3.3,-0.9,12,Cc1ccc(Cc2c(-c3ccc(Cl)cc3)nc3cc(C)c(Br)c(C)n23)cc1
-8,1,4,8,0,i,1.1,2.5,-0.9,9,CCOC(=O)c1c(NC(=O)CSc2n[nH]c(-c3ccco3)n2)sc(C)c1C
-7,-2,4,6,-1,i,-1.0,0.3,0.6,-2,COc1cc(C)nc(NS(=O)(=O)c2ccccc2Cl)n1
1,0,0,6,-2,i,1.6,-0.1,-0.4,-38,COC(=O)Cn1c(O)c(N=NC(=O)CNC(=O)c2ccc3c(c2)OCCO3)c2ccccc21
.,14,23,6,0,i,1.2,0.9,-0.6,-19,CC(=O)Nc1cc(-c2ccc(N(C)C)cc2)cn2c(-c3ccc(F)cc3)cnc12
5,-3,2,2,-1,i,1.1,1.4,-0.2,0,COc1cccc(COCCN2CCN(S(=O)(=O)c3ccc(C)cc3)CCC2=O)c1
-7,1,1,3,-3,i,3.0,2.4,-0.3,5,Cn1c(=O)c2sccc2n2c(CCCC(=O)N3CCN(c4ccccn4)CC3)nnc12
3,-2,1,0,0,i,0.1,-0.6,-0.1,-2,COc1ccc(S(=O)(=O)NCC(=O)NCc2cc(=O)n(C)c(=O)n2C)cc1F
-5,-6,-1,0,-3,i,.,0.9,-0.2,-1,COc1cc(OC)nc(NC(=O)CN2CCN(c3ccc(F)cc3)CC2)n1
-9,4,2,-4,4,i,0.0,-5.1,-0.7,-2,Cc1ccc(NC(=O)NCCCN2CCOCC2)cc1

# 4 structures from above, sorted by molecular weight, highest first.
Scp1 inh,CSN inh,DNMT1 block,NadD inh,STEP inh,Rpn11 inh,MsrA inhibitor,LMPTP block,TbMetRS inhib,SUMO1 PPI mod,smiles
5,-3,2,2,-1,i,1.1,1.4,-0.2,0,COc1cccc(COCCN2CCN(S(=O)(=O)c3ccc(C)cc3)CCC2=O)c1
-10,-2,2,-3,0,i,-1.0,-0.2,-0.2,1,CCOc1ccccc1CNS(=O)(=O)c1ccc2c(c1)C(C)(C)C(=O)N2C
-4,1,17,0,2,i,-0.9,1.2,-1.0,-1,COc1cc(C)c(/C=C(\C#N)C(=O)Nc2cccc(C)c2)cc1C(C)C
-12,-4,-6,-5,0,i,3.0,0.1,-1.7,-1,Cc1ccc(N2CCN(c3ccc(C)cc3)C2c2ccncc2)cc1

# Source: PubChem BioAssay
